Screening results as filed in PubChem BioAssay.
PKA-R1A act – activators of PKA-R1A holoenzyme, primary screen, biochemical, fluorescence polarization, Cy5-IP20, bovine R1A, mouse PKAc; PKA-R1A dissociation; scaled: DMSO 0%, 113 µM cGMP 100%; activation, % at 11.4 µM; hit rate 0.083% among 340,000; AID 504707, 2011;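 active = percent activation above the mean of all tested compounds plus 3 SD, cut at about 19% in these data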;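 also: higher means more PKAc released from R1A so a rise in polarization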
PfHsp90 yeast 2 – growth inhibition of PfHsp90-expressing yeast, primary screen, antimalarial PfHsp90 inhibitor project, S. cerevisiae, BacTiter-Glo luminescence, single point, set 2; BacTiter-Glo ATP, 48 h; yeast lacking PDR1 and PDR3 efflux regulators; inhibition, % at 9.4 µM; hit rate 0.32% among 310,000; AID 504621, 2011;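 active = every replicate shows inhibition above about 80%, whatever the replicate mean, limit read from the data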;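 also: 0% = DMSO neutral controls and 100% = 20 µM radicicol positive controls; yeast relying on Plasmodium falciparum Hsp90 in place of its own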
MOR-DOR ag – agonists of OPRM1-OPRD1 heterodimerization, primary screen, cell-based, luminescence. activation, % at 9.3 µM. Mu-type opioid receptor (Homo sapiens) + Delta-type opioid receptor (Homo sapiens), …. cells. hit rate 0.3% among 340,000; in the data active = activation above about 18%;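 also: 0% = vehicle-treated cells and 100% = reference agonist; values of inactives mirror those of a sister screen read the other way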
MOR-DOR inv ag – inverse agonists of MOR-DOR heterodimerization, primary screen, cell-based, luminescence. Mu-type opioid receptor (Homo sapiens) + Delta-type opioid receptor (Homo sapiens), …. cell-based MOR-DOR heterodimer luminescence, inverse agonism. inhibition, % at 9.3 µM. hit rate 0.21% among 340,000. AID 504357, 2011; in the data active = inhibition above about 22%, passing the limit was not always enough;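 also: 0% = cells with DMSO and 100% = wells without cells with DMSO; values of inactives mirror those of a sister screen read the other way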
E coli growth – E. coli V3065 growth inhibition, primary screen, counter-screen for AddAB inhibitor project, absorbance, OD600; 18 h; inhibition, % at 11.9 µM; hit rate 0.27% among 330,000;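 active = inhibition above the campaign's mean inhibition across all tested compounds plus 3 SD, cut at about 9.9% in these data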;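 also: uninfected addAB+ strain grown without phage in ampicillin broth; 0% = DMSO wells and 100% = ciprofloxacin 0.95 µg/ml wells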
HTR5A ag – HTR5A agonists in luminescence cell assay, primary screen, counter-screen for OPRM1-OPRD1 heterodimer agonist project, full-deck HTS. 5-hydroxytryptamine receptor 5A (Homo sapiens), P47898. cell-based. activation, % at 9.3 µM. hit rate 0.61% among 340,000; in the data active = activation mostly above about 9.5%, no sharp cut-off; inactive = mostly below about 7.6%;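 also: 0% = cells with vehicle only and 100% = reference agonist; strong numbers were not always called active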
Target sequence (P47898 whole entry, looked up): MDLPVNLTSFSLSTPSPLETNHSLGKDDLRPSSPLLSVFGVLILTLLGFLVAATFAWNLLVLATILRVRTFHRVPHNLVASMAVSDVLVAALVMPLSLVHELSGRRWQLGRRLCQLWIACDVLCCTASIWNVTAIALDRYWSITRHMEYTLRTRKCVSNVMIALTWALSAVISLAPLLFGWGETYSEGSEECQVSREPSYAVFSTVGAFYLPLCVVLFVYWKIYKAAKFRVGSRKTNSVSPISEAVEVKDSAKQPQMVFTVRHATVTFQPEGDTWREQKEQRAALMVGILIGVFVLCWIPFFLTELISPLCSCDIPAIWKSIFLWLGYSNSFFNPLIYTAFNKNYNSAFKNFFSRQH
HTR5A inv ag – HTR5A inverse agonists in luminescence cell assay, primary screen, counter-screen for OPRM1-OPRD1 heterodimer inverse agonist project, full-deck HTS; 5-hydroxytryptamine receptor 5A (Homo sapiens), P47898; HTR5A cell line, inverse agonism; inhibition, % at 9.3 µM; hit rate 0.083% among 340,000; AID 504634, 2011; in the data active = inhibition mostly above about 23%, no sharp cut-off; inactive = mostly below about 18%;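 also: 0% = cells with DMSO and 100% = no-cell wells with DMSO; some compounds called inactive have numbers as strong as hits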
SUMO Mot1 rescue – yeast Mot1-301 growth rescue at high temperature, primary screen, SUMOylation pathway inhibitor project, S. cerevisiae, ATP luminescence, 38.5C. S. cerevisiae Mot1-301 growth rescue; percent above DMSO median, 100 means doubled. growth rescue, % at 18.8 µM. AID 2716, 2010. hit rate 1% among 320,000;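 active = every valid replicate shows activation above 250% relative to neutral control wells; inactive = the rest, any valid replicate at or below 250%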;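 also: OY570 slx delta 5 strain wells were the positive control but not used for scaling; some compounds called inactive have numbers as strong as hits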
AddAB inh – growth inhibition of E. coli expressing H. pylori AddAB, primary screen, AddAB inhibitor project, absorbance; inhibition, % at 11.9 µM; hit rate 0.29% among 330,000; in the data active = inhibition above about 12%;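 also: 0% = vehicle wells of infected cells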
phage Ecoli inh – growth loss of phage-infected E. coli, primary screen, RecBCD inhibitor project, absorbance, with phage, HTS | AID 651602, 2012 | inhibition, % at 11.9 µM | hit rate 0.26% among 360,000; in the data active = inhibition above about 11%
Pemphigus Ab inh – inhibitors of pemphigus antibody binding to DSG3, primary screen, biochemical, bead-based, flow cytometry, scFv-GFP; Desmoglein-3 (Homo sapiens), P32926; DSG3-coupled beads, scFv-anti-DSG3-GFP binding; active compounds read low; AID 588358, 2011; binding (percent of control), % at 10 µM; hit rate 0.48% among 310,000;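 active = binding more than 3 SD below its plate's average and above zero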;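 also: hits lower antibody fragment binding to DSG3; some compounds called inactive have numbers as strong as hits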
Active calls of the source: *; . = no result given.

SMILES	PKA-R1A act	PfHsp90 yeast 2	MOR-DOR ag	MOR-DOR inv ag	E coli growth	HTR5A ag	HTR5A inv ag	SUMO Mot1 rescue	AddAB inh	phage Ecoli inh	Pemphigus Ab inh
Cc1onc(-c2ccccc2)c1C(=O)OCC(=O)N1CCC(C)CC1	-2	-1	-1.5	6	-1.4	-5	12	0	-0.9	0.5	101
CC(C)(C)c1ccc(C2SCC(=O)N2c2cccc(C(=O)O)c2)cc1 (stereo unspecified)	-3	-7	-2.2	10	2.2	0	0	95	1.0	-0.5	119
C=CCNC(=O)c1ccc(CNS(=O)(=O)c2ccc(NC(C)=O)cc2)cc1	-8	-20	-5.2	22	1.3	2	-6	6	3.7	1.2	96
COc1cc(C(=O)/C=C/c2cccnc2)ccc1O	-12	-6	2.7	-21	-3.5	1	-2	56	3.0	3.1	.
O=C(NC12CC3CC(CC(C3)C1)C2)N1CCC(n2nnc3ccccc32)CC1	-2	16	0.3	-2	-0.3	0	-7	2	-1.9	2.0	112
CCOc1ccc(C(=O)Nc2cnn(Cc3ccc(Cl)c(Cl)c3)c2)cc1	-13	-3	3.5	-19	-1.7	-1	-6	-2	0.8	4.8	104
CN(C)S(=O)(=O)c1cccc(C(=O)Nc2ccccc2[N+](=O)[O-])c1	0	18	-7.0	34*	-1.0	-1	9	144	1.0	2.5	103
COc1ccccc1OCc1nnc(SCC(=O)Nc2ccc(N3CCOCC3)cc2)n1C	-2	-9	1.4	-11	-0.7	4	-19	-10	2.4	-0.4	129
O=C(NN1C(=O)/C(=C/C=C/c2ccco2)SC1=S)c1ccncc1	.	.	.	.	-2.0	.	.	-3	1.6	1.9	106
COC(=O)CSc1nnc(NC(=O)/C=C\c2ccc3c(c2)OCO3)s1	-15	-13	-1.3	7	0.7	2	1	-2	1.5	3.6	92
C/C(=N\NC(=O)COc1ccccc1[N+](=O)[O-])c1cccc(NC(=O)c2ccncc2)c1	-1	9	-0.3	2	1.7	7	6	-14	-0.5	5.1	110
CC(C)n1nc(C(=O)OCC(=O)N2CC(=O)Nc3ccccc32)c2ccccc2c1=O	6	-36	0.5	-3	2.8	7	1	-3	3.7	2.2	98
Cn1c(=O)c2c(nc(CN3CCN(c4ccccc4)CC3)n2Cc2ccccc2Cl)n(C)c1=O	-6	-12	-1.8	9	.	-3	7	.	.	2.0	101
CC(=O)C1[C@H](N(C)C)CC2C3CC=C4CC(O)CC[C@]4(C)C3CC[C@@]21C (stereo partly specified)	-6	15	-3.0	14	-0.4	-2	7	-1	0.1	1.5	103
C=C(C)C1CC=C(C)/C(=N/NC(=O)c2ccc(NC(=O)CC)cc2)C1 (stereo unspecified)	-4	-3	1.0	-5	-2.4	1	-37	2	-1.0	2.4	114
Cc1ccc(-n2nc3c(c2NC(=O)c2ccc4c(c2)OCO4)CSC3)cc1	3	-10	2.2	-12	2.5	0	-1	2	1.6	0.2	95
O=C(COC(=O)C1CCN(c2ccc(C(F)(F)F)cn2)CC1)NC1CCCCC1	4	-8	-0.3	1	0.1	-7	17	-3	-1.2	0.1	100
CCCN1CCc2c(sc(NC(=O)CCS(=O)(=O)c3ccccc3)c2C(N)=O)C1	-6	-2	-2.1	14	1.0	2	-16	-6	-0.2	2.0	105
COC(=O)c1c(NC(=O)/C=C/C(=O)O)sc(C)c1-c1ccc(C(C)C)cc1	2	11	-0.5	2	1.5	2	-5	-16	2.2	5.6	96
COc1ccc(-c2cc3c(=O)n(CC(=O)N4CCCC4)ncn3n2)cc1	8	-13	-2.6	14	-2.1	-2	17	-2	2.0	0.3	.

Three compounds already listed, arranged by the number in Pemphigus Ab inh, highest first.
| Structure | Pemphigus Ab inh |
| --- | --- |
| C/C(=N\NC(=O)COc1ccccc1[N+](=O)[O-])c1cccc(NC(=O)c2ccncc2)c1 | 110 |
| Cn1c(=O)c2c(nc(CN3CCN(c4ccccc4)CC3)n2Cc2ccccc2Cl)n(C)c1=O | 101 |
| COC(=O)CSc1nnc(NC(=O)/C=C\c2ccc3c(c2)OCO3)s1 | 92 |

The listing continues.
SMILES	PKA-R1A act	PfHsp90 yeast 2	MOR-DOR ag	MOR-DOR inv ag	E coli growth	HTR5A ag	HTR5A inv ag	SUMO Mot1 rescue	AddAB inh	phage Ecoli inh	Pemphigus Ab inh
COc1cccc(NC(=O)COC(=O)CNS(=O)(=O)c2c(F)cccc2F)c1	5	-5	-2.0	11	-3.1	-3	12	-25	-2.7	2.6	90
COc1ccc(/C=c2\sc3nc(-c4ccccc4)c(-c4ccccc4)n3c2=O)cc1OC	-16	-18	-2.4	10	-0.2	0	0	-17	4.0	2.8	100
COc1ccc(CN(C)S(=O)(=O)c2nnc(NC(=O)c3ccccc3OC)s2)cc1OC	-7	-7	0.6	-3	1.3	0	5	-5	3.1	2.0	93
CC(=O)c1ccc(N2CC(C)(C)C2=O)cc1	-3	18	-0.5	3	-0.5	-2	-2	-3	-0.8	4.9	95
CN1CCN(C(=O)Nc2ccccc2CC[N+](=O)[O-])CC1	-4	0	-1.4	7	-0.8	-3	10	30	1.9	3.0	99
O=C(COC(=O)/C=C/c1cccc(F)c1)NC1CC1	-4	4	-1.7	7	-1.2	1	-3	-7	-0.3	4.3	.
COc1ccccc1Nc1nc(N)nc(CN2CCC(Cc3ccccc3)CC2)n1	5	19	0.7	-4	-2.5	-2	-21	-3	-2.3	-1.8	.
COc1ccc(S(=O)(=O)CC(=O)c2cc(C)c(O)c(C)c2)cc1	9	-7	-3.2	19	0.0	-1	5	167	-0.1	0.4	89
O=C(CCC(=O)Nc1ccc(F)cc1)N/N=C/c1ccccc1	16	26	0.1	0	0.3	0	0	-8	-1.1	-2.4	96
O=C(NC1CCCCC1)C1CCCN(S(=O)(=O)c2cccs2)C1 (stereo unspecified)	2	3	-1.9	8	-0.7	2	12	2	0.7	1.9	101
Cc1ccc(Nc2nc(N)nc(CCl)n2)cc1	.	9	.	.	-1.5	.	.	8	2.1	-1.9	94
Cc1[nH]c2ccccc2c1C(=O)C(C)OC(=O)c1ccccc1NCCO (stereo unspecified)	-16	11	0.1	0	-1.3	-1	3	-4	3.7	3.8	108
CC(C)n1c(O)c(N=Nc2ccc(Cl)nn2)c2ccccc21	11	-2	-3.0	16	-0.9	0	-6	7	0.2	0.7	134
Cc1ccc(S(=O)(=O)N2CCCCC2CCNC(=O)C(=O)NCc2ccccc2)cc1 (stereo unspecified)	0	3	-0.9	6	-1.3	2	8	12	0.8	1.3	98
COc1ccc(CCn2c(C)cc3c(c2=O)C(c2ccncc2)C(C#N)=C(N)O3)cc1OC (stereo unspecified)	13	-14	-3.7	20	.	5	-15	135	.	0.5	100
CC(=O)c1sc(NC(=O)c2ccc(C)cc2)nc1C	-2	15	-2.0	12	0.5	6	-15	0	1.9	0.5	90
Clc1ccc(Cn2nnc3ccccc32)cc1	-9	-9	3.0	-15	-1.0	-2	8	-23	1.8	2.3	118
CC(C)CCNC(=O)C(C)N(Cc1ccc(F)cc1)C(=O)c1ccc(CN2CCOCC2)o1 (stereo unspecified)	-10	16	-1.1	5	0.5	5	-14	-21	-0.2	2.6	104
COc1ccc(C(=O)c2cnc3ccccc3c2-c2ccccc2)cc1	-3	-88	3.5	-20	-1.3	4	-3	5	2.8	4.6	104
Cc1ccc(C(=O)NCc2nnc3c(C(F)(F)F)cc(Cl)cn23)o1	7	-18	-2.0	10	-0.6	-1	-16	0	3.6	-1.7	97
COc1ccccc1CC(=O)NNS(=O)(=O)c1ccccc1[N+](=O)[O-]	3	-12	0.5	-3	-1.5	7	-17	0	-2.4	4.3	95
COc1ccc(C(=O)c2cnc[nH]2)cc1OC	-12	9	-2.6	14	3.3	1	-3	-5	1.0	2.9	103
Cn1c(SCC(=O)c2c(N)n(C)c(=O)n(C)c2=O)nnc1-c1ccccc1	-2	-4	-0.8	4	-0.2	-1	3	13	3.4	-0.8	107
Cc1ccc(C(=O)Nc2ccc(Cc3ccncc3)cc2)cc1[N+](=O)[O-]	-1	14	1.5	-7	0.3	-5	13	181	4.2	4.1	101
CCOC(=O)CN1C(=O)S/C(=C/c2ccc(N3CCCCC3)o2)C1=O	16	7	-0.5	3	0.3	2	27	-9	-1.0	0.3	179
CCOC(=O)N1CCC(NC(=O)c2cc(S(=O)(=O)N3CCc4ccccc43)cn2C)CC1	-13	15	0.5	-3	-1.7	0	0	3	2.5	0.5	106
Cc1oc(-c2ccccc2F)nc1CSCC(=O)NC1CC1	-3	7	-1.9	9	-0.9	-6	2	-3	0.4	0.6	103
CCc1nc(-c2ccccc2)cc(=O)[nH]1	-7	24	-0.7	4	1.4	4	-5	-15	1.3	0.8	106
CN(C)Cc1cc(C(C)(C)c2ccccc2)ccc1O	5	6	-0.2	1	.	1	-3	.	.	4.8	95
CCOC(=O)C(Cc1ccccc1)C(=O)Nc1cccc2ccccc12 (stereo unspecified)	-3	10	-0.3	2	-0.9	0	-1	-1	5.8	1.2	102
CCCC(=O)OCC(=O)Nc1cc([N+](=O)[O-])ccc1OC	-7	3	0.7	-5	1.9	-2	4	5	-0.3	4.0	104
Cc1cc(C)c2nc(N3CCC(C(=O)N4CCN(C(=O)c5ccco5)CC4)CC3)sc2c1	-7	34	-1.1	6	-0.7	0	-7	1	2.1	3.2	98
COc1ccc(CC(=O)OCC(=O)Nc2ncc(Cl)cc2Cl)cc1OC	-10	15	-0.1	0	1.0	1	-4	13	1.8	2.1	100
O=C1c2ccccc2S(=O)(=O)N1Cc1nc2ccccc2s1	-8	6	-2.3	14	-0.8	-2	1	.	0.8	2.8	108
CCCN(C(=O)c1cc(-c2ccco2)nc2ccccc12)c1c(N)n(Cc2ccccc2)c(=O)[nH]c1=O	0	.	-0.8	5	0.0	-1	3	-3	0.8	4.1	87*
O=C(N/N=C/c1ccccc1O)c1ccc2c(c1)OCO2	-5	4	-0.3	1	-3.5	0	0	2	-2.4	-4.8	98
COc1ccccc1-c1cc(C(=O)N2CCN(c3ccc(F)cc3)CC2)no1	7	-2	5.5	-30	-3.5	3	-10	-11	1.6	3.0	103
c1ccc(SCc2cn(C[C@H]3CC[C@@H]([C@@H]4CC[C@H](Cn5cc(CSc6ccccc6)nn5)O4)O3)nn2)cc1	-10	11	-1.3	8	-0.8	1	-3	-11	0.3	0.7	106
